# PLC-beta3 inh: inhibitors of human phospholipase C beta3; Q01970; Purified PLC-beta3, fluorogenic substrate, fluorescence; inhibition, % at 12.2 µM; 370,000 tested, 0.18% active; AID 720704; in the data active = inhibition above about 11%;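 note: 0% = median of compound wells on plate and 100% = full blocker control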
# ARFGAP1 inhibitor: rat ARFGAP1 inhibition. Q62848. 360,000 tested, 0.26% active. inhibition, % at 16.5 µM. AID 651572. Arfgap1-stimulated ARF1 GTP hydrolysis, GDP FP detection;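 active = inhibition above a per-plate limit, mean inhibition of low control wells plus 3 SD, cut at about 25% in these data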;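 note: 0% = DMSO wells with enzyme and 100% = wells lacking Arfgap1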
# Target sequence (Q62848 1-136 limits assumed): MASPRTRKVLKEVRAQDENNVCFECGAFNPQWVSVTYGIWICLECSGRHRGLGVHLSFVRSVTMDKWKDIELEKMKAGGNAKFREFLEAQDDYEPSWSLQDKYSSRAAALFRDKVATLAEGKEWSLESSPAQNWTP
#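 Material: rat Arfgap1 GAP domain (His6, aa 1-136), purified enzyme. Also added: human ARF1(Δ1-17)-GTP substrate. Compound dosing: 16.5 µM single point, 1.26% DMSO. Timing: enzyme reaction 120 min at 25 °C after 20 min preincubation. Signal: GDP detection by fluorescence polarization. Read-out basis: percent inhibition of GAP-stimulated GDP formation, scaled between DMSO and no-Arfgap1 medians.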
# proKLK7 act: proKLK7 (human) activation, primary screen; activation, % at 7 µM; purified proKLK7, EDANS-DABCYL substrate fluorescence; 100% is mature enzyme control, 0% vehicle; P49862; 370,000 tested, 0.9% active;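 active = activation above the mean of all tested compounds plus 3 SD, computed per campaign excluding outliers beyond control limits, cut at about 13% in these data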
# ADAM17 inh: inhibits human ADAM17; 370,000 tested, 0.83% active; recombinant ADAM17, EDANS/DABCYL FRET peptide cleavage; inhibition, % at 6.95 µM;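 active = inhibition above the mean of compounds lying between control limits plus 3 SD, set per campaign, cut at about 8.5% in these data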;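 note: 0% = DMSO-only wells as the low control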
# MBD2 inh: blocks human MBD2 binding to methylated DNA; TR-FRET, MBD2 binding to methylated oligonucleotide; inhibition, % at 4.4 µM; 370,000 tested, 0.31% active; AID 686964; in the data active = inhibition above about 13%
# Tn6 DDE FP: DD(E)-Tn6 binding inhibition, primary FP screen | 370,000 tested, 0.21% active | Fibrin DD(E) TRITC-Tn6 fluorescence polarization displacement | P02675 | inhibition, % at 8.3 µM | AID 720509;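 active = inhibition above a per-campaign cutoff: mean of compounds within control limits plus 3 SD, cut at about 15% in these data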;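 note: 0% = median of all compound wells on the plate and 100% = blocking peptide control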
# ASAP1 inh: blocks human ASAP1-stimulated Arf1 GTP hydrolysis; Q9ULH1; GDP FP detection; inhibition, % at 16.5 µM; 360,000 tested, 0.19% active; AID 624377; in the data active = inhibition above about 25%;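 note: 0% = vehicle with enzyme and substrate and 100% = no enzyme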
# Tn7 DDE FP: DD(E)-Tn7 binding inhibition, primary FP screen. 370,000 tested, 0.13% active. AID 720508. inhibition, % at 8.3 µM. FP displacement of FITC-Tn7 peptide from fibrin DD(E); 0% = median of compound wells per plate. P02675;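 active = inhibition above the mean of compounds falling within the control limits plus 3 SD of them, cut at about 14% in these data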;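 note: 0% = plate median of compound wells and 100% = 10 µM Aha-Tn7 peptide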
#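 system = human fibrin DD(E) protein | quantity = DD(E) 2 µM final | medium = Tris/NaCl/CaCl2 buffer, pH 7.8 | also added = labelled Tn7 tracer, 0.1 µM | compound dosing = single point at 8.3 µM | timing = compound with protein 10 min, then 3 h after probe, room temperature | signal = FP measurement | benchmarks = Aha-Tn7 high control | repeats = one replicate per compound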
# PLC-gamma1 inh: PLC-gamma1 (human) inhibition, primary screen. purified PLC-gamma1, fluorogenic substrate, fluorescence. inhibition, % at 12.2 µM. 370,000 tested, 0.84% active; in the data active = inhibition above about 9.5%
# UHRF1 MBD2 ctr: human UHRF1 methylated DNA binding inhibitors | Q96T88 | UHRF1 binding to methylated oligo, TR-FRET | inhibition, % at 4.4 µM | 370,000 tested, 0.75% active | AID 687016; in the data active = inhibition above about 21%;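 note: UHRF1 SRA domain binding a hemimethylated CpG hairpin DNA probe; 0% = median of test compound wells and 100% = reference inhibitor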
# Target sequence (Q96T88 whole entry, looked up, the tested form may be a part): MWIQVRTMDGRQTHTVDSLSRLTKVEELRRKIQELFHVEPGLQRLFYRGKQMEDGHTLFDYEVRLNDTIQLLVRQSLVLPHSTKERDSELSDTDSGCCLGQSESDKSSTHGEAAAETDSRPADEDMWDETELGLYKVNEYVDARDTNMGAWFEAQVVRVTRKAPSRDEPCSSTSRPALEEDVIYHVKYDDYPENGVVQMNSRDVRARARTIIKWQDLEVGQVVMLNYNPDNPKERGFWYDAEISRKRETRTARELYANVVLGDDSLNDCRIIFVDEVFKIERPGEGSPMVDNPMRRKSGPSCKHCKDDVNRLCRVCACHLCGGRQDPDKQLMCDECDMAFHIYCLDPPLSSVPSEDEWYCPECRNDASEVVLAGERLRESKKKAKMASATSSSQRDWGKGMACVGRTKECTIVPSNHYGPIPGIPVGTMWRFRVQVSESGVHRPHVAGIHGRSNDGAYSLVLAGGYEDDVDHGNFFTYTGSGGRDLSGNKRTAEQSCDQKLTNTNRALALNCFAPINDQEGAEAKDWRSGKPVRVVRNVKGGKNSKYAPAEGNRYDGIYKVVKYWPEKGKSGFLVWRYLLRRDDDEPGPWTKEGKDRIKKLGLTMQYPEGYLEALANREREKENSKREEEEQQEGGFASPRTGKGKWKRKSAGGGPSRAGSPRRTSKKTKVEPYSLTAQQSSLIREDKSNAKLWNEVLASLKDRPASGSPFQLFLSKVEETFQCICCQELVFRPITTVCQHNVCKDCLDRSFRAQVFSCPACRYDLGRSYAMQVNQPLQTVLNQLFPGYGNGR
# Active calls of the source: *.
# Letter code – A = PLC-beta3 inh; B = ARFGAP1 inhibitor; C = proKLK7 act; D = ADAM17 inh; E = MBD2 inh; F = Tn6 DDE FP; G = ASAP1 inh; H = Tn7 DDE FP; I = PLC-gamma1 inh; J = UHRF1 MBD2 ctr
> CC(C#Cc1ccc2c(c1)COc1c3ccccc3nn1-2)OC(C)(C)C (stereo not given)
  A: 1; B: 6; C: 0.0; D: -3; E: -5; F: -2; G: -8; H: 0; I: -2; J: 1

> C/C(=N\NC(=O)c1cc(C)nc2ccc(C)cc12)c1ccncc1
  A: -14; B: -2; C: -2.2; D: -1; E: -2; F: -2; G: 2; H: 4; I: 0; J: 1

> O=C(/C=C\Nc1ccccc1Br)c1ccc2c(c1)OCO2
  A: -28; B: 0; C: -0.5; D: 4; E: -4; F: -6; G: -10; H: -4; I: -22; J: 4

> CCCN1C[C@@H](C)[C@@H](OC)CN(C)C(=O)c2ccc(NC(=O)c3cccc(F)c3)cc2OC[C@H]1C
  A: 0; B: 4; C: -0.3; D: -4; E: -2; F: -12; G: 3; H: -2; I: 1; J: 2

> CCCCNC(=O)C1CCN(S(=O)(=O)N2CCOCC2)CC1
  A: 0; B: -3; C: 0.3; D: -3; E: -1; F: 0; G: 10; H: -1; I: 1; J: -1

> OC[C@@H](O)C(O)[C@@H](O)CO (stereo not given in full)
  A: 1; B: -6; C: 0.6; D: -5; E: 22*; F: 4; G: -4; H: -1; I: 2; J: 13

> Cc1ccc(-c2c(C(=O)N/N=C/c3ccco3)nnn2-c2nonc2N)cc1
  A: -11; B: 8; C: 0.1; D: 0; E: -2; F: 2; G: 0; H: 6; I: -5; J: 0

> CC(OC(=O)C1=COCCO1)C(=O)c1ccc(Br)cc1 (stereo not given)
  A: 0; B: -7; C: -0.2; D: -1; E: 8; F: -5; G: 1; H: 2; I: 2; J: 3

> CCC(C)(C(=O)NC1CCCC1)N(C(=O)c1cnccn1)c1ccccc1 (stereo not given)
  A: 0; B: 14; C: 0.2; D: 0; E: -1; F: -11; G: 2; H: 2; I: 1; J: -1

> CCOC(=O)[C@@H]1[C@H]2COc3ccc(Br)cc3[C@@H]2N2C(=O)N(c3ccc(Cl)cc3)C(=O)[C@@]12C
  A: 0; B: 1; C: 0.3; D: -6; E: -1; F: 10; G: 19; H: 2; I: -2; J: 0

> COCCn1c(N)c(N(Cc2ccccc2)C(=O)CSCC(=O)Nc2ccc(OC)cc2)c(=O)[nH]c1=O
  A: -6; B: -8; C: 0.7; D: -2; E: 0; F: -2; G: 0; H: -1; I: 0; J: -3

> Cc1ccc(-c2nc3ccc(Cl)cn3c2Cc2cccc(F)c2)cc1
  A: -11; B: 4; C: 0.1; D: -7; E: -1; F: -2; G: -8; H: 0; I: -1; J: 11

> CC(=O)c1cc(C#N)c(N2CCN(c3ccccc3)CC2)nc1C
  A: -6; B: -10; C: -0.1; D: -1; E: 3; F: -11; G: 2; H: -1; I: 0; J: -1

> O=C(C1CCCN(c2ncnc3c2nc2n3CCCCC2)C1)N1CCN(c2cccc(Cl)c2)CC1 (stereo not given)
  A: -8; B: -1; C: 0.3; D: 3; E: 7; F: -2; G: 5; H: -4; I: 0; J: 2

> COc1ccc(CNC(=O)c2cc3cc(OC)ccc3oc2=O)cc1
  A: -96; B: 6; C: -7.9; D: -28; E: 1; F: 0; G: 1; H: 7; I: -78; J: 3

> COC(=O)c1ccc(Cn2c(C)c(C(=O)NCc3ccc([N+](=O)[O-])cc3)sc2=O)o1
  A: -2; B: -2; C: 0.1; D: -2; E: 0; F: 2; G: -7; H: -4; I: 1; J: -3

> O=C(N/N=C/C=C/c1ccccc1)C1CC1c1ccccc1 (stereo not given)
  A: 2; B: -12; C: 0.6; D: 4; E: 0; F: -6; G: 17; H: -1; I: 3; J: -3

> CCOC(=O)c1[nH]c2cc3c(cc2c1NC(=O)CN1CCCC1)OCO3
  A: -176; B: -3; C: 11; D: -145; E: -7; F: 1; G: 9; H: 1; I: -117; J: 1

> Cc1onc(C(=O)Nc2cccc(C(F)(F)F)c2)c1[N+](=O)[O-]
  A: -12; B: -1; C: -0.7; D: -2; E: 0; F: -4; G: 7; H: 2; I: 0; J: -2

> COc1ccc(NC(=S)N(CCCN2CCOCC2)C(C)c2cc3cccc(OC)c3o2)cc1 (stereo not given)
  A: -4; B: 12; C: 0.2; D: -2; E: 1; F: 0; G: -12; H: -4; I: 5; J: 9

> Cc1ccsc1C(=O)OCc1csc(-c2ccccc2)n1
  A: 3; B: 14; C: -0.5; D: -2; E: 3; F: -10; G: 7; H: -3; I: 2; J: -1

> Cc1c(NS(=O)(=O)c2ccc(Cl)c(C(=O)OC(C)C(=O)N3CCOCC3)c2)c(=O)n(-c2ccccc2)n1C (stereo not given)
  A: -2; B: 3; C: -0.3; D: -7; E: 3; F: 1; G: 6; H: 6; I: 2; J: 2

> CN(Cc1ccon1)Cc1cn(C)nc1-c1cccc(Cl)c1
  A: 2; B: -10; C: 0.6; D: -2; E: 2; F: -1; G: 7; H: 12; I: 0; J: 1

> COc1ccc(NC2c3ccccc3C(=O)N2Cc2ccccc2Cl)cc1OC (stereo not given)
  A: 0; B: 6; C: 1.0; D: -3; E: -4; F: -3; G: 6; H: -4; I: 3; J: 1

> CCC(=O)c1ccc(OCC(=O)OCC(=O)Nc2cccc(S(=O)(=O)N3CCOCC3)c2)cc1
  A: 0; B: 9; C: 0.0; D: 0; E: 5; F: 3; G: -13; H: -5; I: 2; J: -2

> CCc1noc(C)c1C(=O)N(C)CC(=O)Nc1ccc(F)c(F)c1F
  A: -2; B: 1; C: -0.1; D: -1; E: -2; F: -2; G: 5; H: 0; I: 2; J: 2

> O=C(/C=C\Nc1cccc(F)c1)c1ccc2c(c1)OCO2
  A: -31; B: 6; C: -2.1; D: 6; E: -4; F: 0; G: -7; H: 3; I: -24; J: 0

> COc1cccc(CC(=O)N[C@@H](CCSC)c2nc3ccccc3[nH]2)c1
  A: -2; B: 13; C: -0.1; D: 1; E: -3; F: -1; G: 3; H: -6; I: 5; J: -2

> Nc1nc2ccccc2n1C(=O)c1ccco1
  A: -3; B: 4; C: 1.1; D: 0; E: -1; F: 3; G: 8; H: 3; I: 4; J: 4

> Cc1c(NC(=O)C(CC(=O)O)NCc2ccco2)c(=O)n(-c2ccccc2)n1C (stereo not given)
  A: 6; B: -10; C: -0.2; D: 0; E: -2; F: -3; G: -11; H: -2; I: 4; J: 5

# Some of these compounds in order of the MBD2 inh value, highest first.
smiles | MBD2 inh
CN(Cc1ccon1)Cc1cn(C)nc1-c1cccc(Cl)c1 | 2
O=C(N/N=C/C=C/c1ccccc1)C1CC1c1ccccc1 (stereo not given) | 0
Nc1nc2ccccc2n1C(=O)c1ccco1 | -1
COc1cccc(CC(=O)N[C@@H](CCSC)c2nc3ccccc3[nH]2)c1 | -3
O=C(/C=C\Nc1cccc(F)c1)c1ccc2c(c1)OCO2 | -4

# Additional compounds.
smiles | PLC-beta3 inh | ARFGAP1 inhibitor | proKLK7 act | ADAM17 inh | MBD2 inh | Tn6 DDE FP | ASAP1 inh | Tn7 DDE FP | PLC-gamma1 inh | UHRF1 MBD2 ctr
CC(C)C[C@H](N)c1nnc(SCC(=O)Nc2ccc(Br)cc2)o1 | -8 | 6 | -0.6 | -3 | 3 | -1 | 8 | 1 | 2 | 1
CC(C)c1nnc(SCc2ccc(CSc3nnc(C(C)C)n3N)cc2)n1N | 1 | 3 | -0.2 | -1 | 3 | 2 | -8 | -8 | 1 | -1
CN(C)CCN(C(=O)c1ccc(S(=O)(=O)N(C)C)cc1)c1nc2cc3c(cc2s1)OCCO3 | 3 | 4 | -0.5 | 0 | -1 | 3 | 2 | 0 | 4 | 5
C[C@@H]1CN([C@@H](C)CO)C(=O)c2cc(N(C)C)ccc2O[C@@H]1CN(C)S(C)(=O)=O | -95 | 3 | 0.5 | -5 | 5 | 3 | 4 | -4 | -57 | -4
Cc1ccc(C(=O)COC(=O)c2n[nH]c(=O)c3ccccc23)cc1 | 6 | 0 | 0.4 | 1 | 0 | 1 | 6 | 3 | 6 | 1
COc1ccccc1/C=C(/C#N)C(=O)O | -3 | 0 | -0.3 | -1 | 3 | 6 | 9 | 1 | 1 | 2
N/C(=N\OC(=O)c1ccccc1Cl)c1ccc(Cl)cc1 | 2 | 8 | -1.2 | -8 | 7 | -4 | 0 | 5 | 3 | 1
COc1cc(CNc2ccccc2SC)cc(OC)c1OC | -3 | -2 | -0.5 | -5 | 1 | 10 | -6 | -10 | 1 | -2
CC(=O)N(Cc1ccccc1)C(CC(=O)NCc1ccccc1)C(=O)O (stereo not given) | 0 | 8 | -0.3 | -4 | 0 | -9 | 4 | 2 | 1 | -2
COc1ccc(N2C(=O)CC(Sc3nc4ccccc4s3)C2=O)cc1OC (stereo not given) | 1 | -3 | 0.4 | 0 | 3 | 3 | 0 | -1 | 2 | -1

# Laid out differently: entries from further up.
# The line under a structure holds: PLC-beta3 inh | ARFGAP1 inhibitor | proKLK7 act | ADAM17 inh | MBD2 inh | Tn6 DDE FP | ASAP1 inh | Tn7 DDE FP | PLC-gamma1 inh | UHRF1 MBD2 ctr
CC(C)C[C@H](N)c1nnc(SCC(=O)Nc2ccc(Br)cc2)o1
→ -8 | 6 | -0.6 | -3 | 3 | -1 | 8 | 1 | 2 | 1
Cc1ccc(C(=O)COC(=O)c2n[nH]c(=O)c3ccccc23)cc1
→ 6 | 0 | 0.4 | 1 | 0 | 1 | 6 | 3 | 6 | 1
N/C(=N\OC(=O)c1ccccc1Cl)c1ccc(Cl)cc1
→ 2 | 8 | -1.2 | -8 | 7 | -4 | 0 | 5 | 3 | 1
CC(C)c1nnc(SCc2ccc(CSc3nnc(C(C)C)n3N)cc2)n1N
→ 1 | 3 | -0.2 | -1 | 3 | 2 | -8 | -8 | 1 | -1
COc1ccc(N2C(=O)CC(Sc3nc4ccccc4s3)C2=O)cc1OC (stereo not given)
→ 1 | -3 | 0.4 | 0 | 3 | 3 | 0 | -1 | 2 | -1
COc1cc(CNc2ccccc2SC)cc(OC)c1OC
→ -3 | -2 | -0.5 | -5 | 1 | 10 | -6 | -10 | 1 | -2

# Structures above printed as active in MBD2 inh.
smiles | PLC-beta3 inh | ARFGAP1 inhibitor | proKLK7 act | ADAM17 inh | MBD2 inh | Tn6 DDE FP | ASAP1 inh | Tn7 DDE FP | PLC-gamma1 inh | UHRF1 MBD2 ctr
OC[C@@H](O)C(O)[C@@H](O)CO (stereo not given in full) | 1 | -6 | 0.6 | -5 | 22* | 4 | -4 | -1 | 2 | 13

# Source: PubChem BioAssay (The Scripps Research Institute Molecular Screening Center)
